Pf growth 96h: P. falciparum growth inhibition at 96 hour, primary screen for plastid delayed-death inhibitors | Potency, µM (highest dose often 28.7 µM), for inactives: top-dose activity change, negative = inhibition, hits mostly inhibitors | P. falciparum luciferase reporter growth, 96 h | 320,000 compounds, 6.9% hits; also: potency is read from the fitted curve at half-maximal effect; % is scaled to controls: 0 for no effect and ±100 for the full control effect
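Plates of compound plus infected erythrocytes (2% hematocrit, 0.05% parasitemia final) incubate 96 hours, 37 C, 5% CO2. Detection reagent added; reduced luminescence from the parasites' luciferase reporter flags inhibition.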
HCV inh: HCV inhibition; 340,000 compounds, 3.4% hits; Potency, µM (series often up to 41.8 µM), without a hit: at the top dose activity change, negative = inhibition, actives largely listed as inhibitors; Huh7.5.1 HCVcc-Cre infection, luciferase reporter, 44 h; AID 651820; also: potency is read from the fitted curve at half-maximal effect; % is scaled to controls: 0 for no effect and ±100 for the full control effect
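Cells seeded at 1,000/well and cultured 4 h, then compounds added followed by HCVcc-Cre virus (~0.5 moi). After 44 h further culture, luciferase substrate was added, plates held 15 min at room temperature, and luminescence read for 15 sec.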
FBPA Giardia inh: blocks Giardia fructose-bisphosphate aldolase activity | A8B2U2 | purified Giardia FBPA | Potency, µM (highest dose often 59.6 µM), for inactives: at the highest dose activity, negative = inhibition, hits mostly inhibitors | 290,000 compounds, 0.71% hits | AID 2451; also: potency is read from the fitted curve at half-maximal effect; % is scaled to controls: 0 for no effect and ±100 for the full control effect; nearly all actives have a fitted effect of over 55% in size
Target sequence (A8B2U2 whole entry, looked up): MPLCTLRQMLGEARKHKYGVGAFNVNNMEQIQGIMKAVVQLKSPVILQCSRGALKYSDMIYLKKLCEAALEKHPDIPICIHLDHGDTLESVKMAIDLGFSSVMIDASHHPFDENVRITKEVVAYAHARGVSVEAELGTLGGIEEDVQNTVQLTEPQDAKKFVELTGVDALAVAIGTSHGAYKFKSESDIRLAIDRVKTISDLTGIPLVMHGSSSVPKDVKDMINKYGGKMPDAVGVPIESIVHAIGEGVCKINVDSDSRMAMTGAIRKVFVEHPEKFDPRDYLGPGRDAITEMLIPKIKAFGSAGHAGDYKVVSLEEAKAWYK
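Giardia FBPA (40 nM reagent) was preincubated 10 min at RT with compound (up to 57.5 uM final), then substrate plus GAPDH/TPI/NAD/arsenate coupling system with diaphorase/resazurin was added; resorufin fluorescence (525/598 nm) was read after 20 min.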
Cycloheximide cs: counter-screen for Shiga toxin inhibitors: cycloheximide protein synthesis inhibition; cell reporter, cycloheximide protein synthesis inhibition counterscreen; max response, %; 300,000 compounds, 12% hits; AID 2314; in the data active = max response mostly above about 13%, no sharp cut-off; inactive = mostly below about 14%; also: read at 38.3 µM for the half of the compounds with a filed dose; 0% is about no effect
Pf growth 48h: P. falciparum growth inhibition at 48 hours (one generation); P. falciparum luciferase growth in erythrocytes, 48 h; Potency, µM (highest dose often 28.7 µM), for inactives: at the top dose activity change, negative = inhibition, usual class: inhibitors; 310,000 compounds, 5.9% hits; AID 504832; also: potency is read from the fitted curve at half-maximal effect; % is scaled to controls: 0 for no effect and ±100 for the full control effect
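In quantitative HTS format, infected erythrocytes bearing luciferase-reporter parasites were treated for a single generation at 37 C. Luminescence after adding detection reagent served as the growth measure.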
Shiga inhibitor: blocks Shiga toxin action in Vero cells; Vero cells, Shiga toxin protein synthesis inhibition reporter; inhibition, % at 38.7 µM; AID 2315; 290,000 compounds, 9.2% hits; in the data active = inhibition mostly above about 28%, no sharp cut-off; inactive = mostly below about 43%; also: 0% is about no effect
* marks the source's active call; other numbers are inactive results; ? = inconclusive; · = no result given; [ ] = remark or other dose. Unless noted, calls follow the shape of the dose curve; as a rule, active = well fitted curve in the direction sought with a large enough effect; inconclusive = small, poorly fitted or top-dose-only effect, or another doubt; inactive = no such curve, though single readings can be large; an effect the other way counts as inactive or inconclusive.

SMILES	Pf growth 96h	HCV inh	FBPA Giardia inh	Cycloheximide cs	Pf growth 48h	Shiga inhibitor
c1ccc2c(c1)NC(c1ccncc1)n1c-2nc2ccccc21 (stereo unspecified)	-22%	?	-14%	1	2.6µM*	35
CC(=O)c1c(C)[nH]c(C(=O)COC(=O)c2nccnc2N)c1C	?	0%	·	·	15%	·
COc1ccccc1NC(=O)CNC(=O)c1ccc([N+](=O)[O-])cc1	15%[5.75 µM]	9%	4%	-3	8%	-11
CS(=O)(=O)c1cnc2c(S(=O)(=O)c3ccccc3)cnn2c1N	13%	0%	-1%	-6	-11%	15
CN(C(=O)c1ccc(S(=O)(=O)N2CCCC2)cc1)C1CCCCC1	?	?	1%	-1	·	-4
COC(=O)CN1C(=O)N/C(=C/c2ccc(OC)c(C)c2OC)C1=O	-22%	9%	11%	18	55%[activator]	2
CC(=O)NC(CC(=O)OCC(=O)N1CCc2ccccc21)c1ccccc1 (stereo unspecified)	-27%	-1%	-1%	-4	·	-3
COc1ccc(C(=O)NCC2CCCO2)cc1S(=O)(=O)N1CCCc2ccccc21 (stereo unspecified)	?	12%	-3%	-1	?	36
Cc1occc1C(=O)NNC(=O)c1cccc(F)c1	275%[activator]	16%	9%	14	21%	8
CC(=O)c1ccc(S(=O)(=O)Nc2ccc(C(=O)N3CCC3)cc2)cc1	5%	18%	·	·	1%	·
O=C(CSC1=Nc2ccccc2C2=NC(c3ccccc3)C(=O)N12)NCC1CCCO1 (stereo unspecified)	7.4µM*	11%	-8%	7	·	-8
COc1ccccc1N1CCN(c2ncnc3c2oc2ccccc23)CC1	-27%	-27%	-1%	8.6*	?	27
CC(=O)N1CCC(N(C(=O)Nc2ccc(F)cc2)C2CCCC2)CC1	?	-1%	-1%	0	·	7
Cc1ccc(S(=O)(=O)N2CCCCC2)cc1NC(=O)COC(=O)c1ccccc1F	-8%	-19%	0%	-1	-17%	10
O=c1ccc2c([nH]1)CCCCCCCCCC2	12%	18%	-6%	-2	24%	4
Cc1noc(C)c1COC(=O)CNC(=O)c1cccc(F)c1	0%	-11%	4%	6	7%	-6
O=C(O)[C@@H]1CCCN1C(=O)c1ccccc1N1C(=O)[C@@H]2Cc3c([nH]c4ccccc34)C(c3cccc(Cl)c3)N2C1=O (stereo partly specified)	10µM*	19%	20%	-3	?	-2
O=C(Nc1ccc(Cl)cc1)Nc1nc(-c2ccccc2O)cs1	?	?	-12%	17	1.7µM*	20*
O=C(NCCC1=CCCCC1)C1CCN(S(=O)(=O)c2cccc(C(F)(F)F)c2)CC1	?	11µM*	·	·	?	·
N#Cc1c(-c2ccncc2)c2c([nH]c1=S)CCCC2	?	?	?	-2	?	12
O=C(CCc1nnc2ccc(NCc3ccccc3Cl)nn12)NCC1CCN(C2CCCC2)C1 (stereo unspecified)	5.2µM*	5%	-21%	-5	?	9
O=[N+]([O-])c1ccccc1-c1ccc(C(=S)N2CCN(c3ccccc3)CC2)o1	34%[activator]	?	-25%	8	12%	22
CC(=O)c1ccc(C)cc1OC(=O)c1cccc(F)c1	-24%	17%	1%	-3	9%	1
O=C(CN(c1ccccc1)S(=O)(=O)c1ccc(Cl)cc1)Nc1ccccc1C(=O)N1CCCC1	·	-1%	1%	-2	?	-15
CCC(=NCc1ccc(F)cc1)c1c(O)n(C)c(=O)n(C)c1=O	68%[activator]	10µM*	-3%	-4	0%	-3

Reprinted from the entries so far (6 entries):
SMILES	Pf growth 96h	HCV inh	FBPA Giardia inh	Cycloheximide cs	Pf growth 48h	Shiga inhibitor
N#Cc1c(-c2ccncc2)c2c([nH]c1=S)CCCC2	?	?	?	-2	?	12
O=C(CCc1nnc2ccc(NCc3ccccc3Cl)nn12)NCC1CCN(C2CCCC2)C1 (stereo unspecified)	5.2µM*	5%	-21%	-5	?	9
O=[N+]([O-])c1ccccc1-c1ccc(C(=S)N2CCN(c3ccccc3)CC2)o1	34%[activator]	?	-25%	8	12%	22
CC(=O)c1ccc(C)cc1OC(=O)c1cccc(F)c1	-24%	17%	1%	-3	9%	1
O=C(CN(c1ccccc1)S(=O)(=O)c1ccc(Cl)cc1)Nc1ccccc1C(=O)N1CCCC1	·	-1%	1%	-2	?	-15
CCC(=NCc1ccc(F)cc1)c1c(O)n(C)c(=O)n(C)c1=O	68%[activator]	10µM*	-3%	-4	0%	-3

Other records
SMILES	Pf growth 96h	HCV inh	FBPA Giardia inh	Cycloheximide cs	Pf growth 48h	Shiga inhibitor
Cc1onc(-c2ccccc2Cl)c1C(=O)Nc1ccc(F)c(F)c1	1%	10%	6%	-2	?	-5
CN(c1ccccc1)S(=O)(=O)c1ccc(C(=O)NNC(=O)c2ccccc2)cc1	-1%	4%	·	·	2%	·
CC1CC(C)CN(CCOc2cccc(Cl)c2Cl)C1 (stereo unspecified)	-9%	?	-16%	-5	?	-6
CN(Cc1cccnc1)C(=O)CNC(=O)COc1ccccc1	6%	-6%	8%	-6	-1%	-8
Cc1ccccc1OC1CCN(C(=O)C2CCC(=O)N(C3CCCC3)C2)CC1 (stereo unspecified)	13%	?	·	-1	-8%	4
COc1cccc(/C=N/NC(=O)CSCC(=O)Nc2ccccc2)c1O	?	25µM*	14%	-4	?	-23
COc1cc(/C=C/c2cc(C(F)(F)F)[nH]c(=O)n2)cc(OC)c1OC	2%	0%	2%	0	?	1
CC(C)Oc1ccccc1/C=N/Nc1ccccc1[N+](=O)[O-]	8.3µM*	?	1%	65*	?	87*
CCCn1c(N)c(C(=O)CSc2nnc(-c3cccnc3)n2-c2ccc(C)cc2C)c(=O)[nH]c1=O	?	6%	1%	-3	9.3µM*	-18
O=C(Cc1cccc(NC(=O)C2CCCN(C(=O)CCc3ccccc3)C2)c1)Nc1cccc(C(=O)N2CCCC2)c1 (stereo unspecified)	?	?	·	·	?	·
CC(NC(=O)COC(=O)C1=NN(c2ccccc2)C(=O)CC1)c1ccccc1 (stereo unspecified)	?	?	·	·	-14%	·
CCc1ccccc1NC(=O)/C(=C/c1ccco1)c1ccccc1	1.9µM*	?	-13%	8	·	-4
Cc1ccc(-n2c(SCC3CCCCO3)nnc2-c2ccco2)cc1 (stereo unspecified)	?	-7%	0%	-5	?	2
Cc1ccc(SCC(=O)Nc2ccc(S(N)(=O)=O)cc2)cc1	25%	2%	0%	9	23%	30
CCN(CC)CCC#CC1(O)c2ccccc2-c2ccccc21	3.3µM*	-15%	-8%	-4	-10%	·
COCCNC(=O)CN1C(=O)CSc2ccc(S(=O)(=O)N3CCOCC3)cc21	?	20%	7%	-1	-9%	4
Cc1ccc(C)n1NC(=O)c1ccc(Cl)cc1	-16%	10%	1%	7	·	1
CCc1cc2c(N[C@@H](Cc3ccccc3)C(=O)O)ncnc2s1	-9%	-10%	27%	-3	1%	-6
COc1ccc(C(=O)CC(=O)c2ccccc2O)cc1OC	6%	-8%	4%	34*	?	79*
COc1cc(/C=N/NC(=O)c2ccccc2O)ccc1OCC(=O)Nc1ccccc1	-23%	-12%	-19%	15*	?	19
Cc1ccc(-c2cc(C(F)F)n3ncc(C(=O)NN4CCCCC4)c3n2)cc1	23%	3%	-2%	-1	?	31
COc1ccc(C)cc1NC(=O)CCC(=O)Nc1nnc(C(F)(F)F)s1	131%[activator]	7%	3%	-2	45%[activator]	-12
Cc1cccc(C)c1NC(=O)Cn1c(=O)n(CCC(=O)NCc2ccco2)c(=O)c2sccc21	?	17%	13%	-4	?	20
CCC/C(O)=C1\C(=O)CC(c2ccccc2)CC1=NCCc1c(C)[nH]c2ccc(C)cc12 (stereo unspecified)	?	-3%[8.37 µM]	-1%	-1	1.9µM*	12
CC1CC(C)(C)CC2(C1)NC(=O)N(CC(=O)Nc1ccc3[nH]c(=O)[nH]c3c1)C2=O (stereo unspecified)	-1%	12%	·	·	-12%	·

The results go on.
SMILES	Pf growth 96h	HCV inh	FBPA Giardia inh	Cycloheximide cs	Pf growth 48h	Shiga inhibitor
CCCC(c1nnnn1Cc1cccs1)N1CCN(C)CC1 (stereo unspecified)	21%	?	-9%	7	-13%	5
CCc1noc(C)c1C(=O)Nc1nc2ccc(F)cc2s1	120%[activator]	?	·	·	165%[activator]	·
CCCCn1c(N)c(N(CCOC)C(=O)COC(=O)c2ccccc2OCC)c(=O)[nH]c1=O	4%	11%	1%	-2	-10%	9
C=CCNC(=S)NNc1nc(Nc2ccccc2)nc(N2CCCCC2)n1	?	1%	0%	-3	1%	26
CN(c1ccc(C(=O)Nc2cccnc2)cc1)S(=O)(=O)c1ccc(Cl)cc1	7%	-20%	-2%	-4	38%[activator]	-10
CCCn1c(Sc2nc3c(c(=O)[nH]c(=O)n3C)n2CCC)nc2c1c(=O)[nH]c(=O)n2C	?	1%	-2%	-7	-1%	5
CCCc1[nH]n(-c2nc3ccccc3s2)c(=O)c1C=NCCCN(CC)CC	0%	-16%	8%	11	-10%	32
O=C(NC(c1ccccc1)c1ccccn1)c1cccc([N+](=O)[O-])c1 (stereo unspecified)	-100%	1%	-10%	-7	13%	16
O=C(Nc1cccc2nsnc12)c1ccc(F)cc1	·	12%	-27%	30*	36%[activator]	50*
CN(CC(=O)Nc1ccccc1C(F)(F)F)C(=O)Cc1ccc(S(=O)(=O)N2CCOCC2)s1	1%	9%	·	·	0%	·
OCCC#Cc1ccc(CN2CCN(Cc3ccsc3)C(CCO)C2)cc1 (stereo unspecified)	28%	10%	-16%	12	13%	20
Cc1cnc(CN(C)C(=O)C2CCC(=O)N(CCc3cccc(F)c3)C2)[nH]1 (stereo unspecified)	-12%	17%	·	-1	18%	-2
CCCN1CCc2c(sc3nc(SCC)n(-c4ccc(OC)cc4)c(=O)c23)C1	0.59µM*	?	-6%	-4	5.9µM*	1
Cc1ccc(S(=O)(=O)NCC(=O)N(CC(=O)NCc2ccco2)Cc2ccc3c(c2)OCO3)cc1	·	-3%	0%	11	-3%	31
Cc1cccn2c(=O)c3cc(S(=O)(=O)c4ccccc4)c(=N)n(CC4CCCO4)c3nc12 (stereo unspecified)	3%	?	6%	1	-6%	6
Cc1ccc(C)c(Nc2c([N+](=O)[O-])ccc3nonc23)c1	-4%	-2%	5%	2	-6%	-8
O=c1c2c3c(sc2nc2n1CCCCC2)CCCC3	·	-16%	1%	31*	120%[activator]	97*
O=c1[nH][nH]c(=O)c2cc([N+](=O)[O-])ccc12	32%[activator]	?	·	·	19%	·
CN(CC(=O)Nc1ccc2c(c1)OCCO2)Cc1nc2ccccc2c(=O)[nH]1	-20%	-3%	·	·	-10%	·
COc1ccc(S(=O)(=O)N2CN(CCc3ccc(OC)c(OC)c3)c3nc4ccccc4nc32)cc1	?	16%	-6%	-1	?	-10
CCOC(=O)C1=C(C)OC(N)=C(C#N)C12C(=O)Nc1ccc(C)cc12 (stereo unspecified)	20%	7%	-11%	1	27%	-3
Cc1ccccc1-n1ncc2c1CC(C)(C)CC2NC(=O)CCC1=NNC(=O)CC1 (stereo unspecified)	-3%	12%	·	6	5%	-5
Cc1ccc([N+](=O)[O-])cc1N	51%[activator]	4%	4%	3	18%	5
COc1ccc(C)c2sc(N(CCCN(C)C)C(=O)c3ccc4c(c3)OCCO4)nc12	8.3µM*	?	·	·	9.3µM*	·
Cc1ccccc1NC1=NCC(c2ccc([N+](=O)[O-])cc2)S1 (stereo unspecified)	-24%	-29%	-2%	8	?	-7
O=C(NC1CC2CCC(C1)N2Cc1ccccc1)c1ccccc1Br (stereo unspecified)	27%	16%	2%	-1	14%	-12
O=C1CSC(=S)N1CC1CCCO1 (stereo unspecified)	-12%	16%	-18%	-5	-25%	-10
COc1cccc(NC(=O)C(c2ccccc2)N2CCN(CC(=O)N3CCOCC3)CC2)c1 (stereo unspecified)	?	0%	·	·	?	·

Screening results deposited in PubChem by National Center for Advancing Translational Sciences (NCATS).
